Compound activity as filed in PubChem.
BoNT-A LC inh2 – BoNT/A light chain protease inhibitors, primary screen, biochemical, flow cytometry, MLPCN library; 360,000 tested, 0.17% active; inhibition, % at 10 µM; multiplex microsphere protease substrate cleavage; also: plate controls were buffer without enzyme for full effect and enzyme alone for no effect
Y pestis TopoI – Yersinia pestis topoisomerase I inhibitors, primary screen, biochemical, cleavage product accumulation, plate reader, single point | DNA topoisomerase I (Yersinia pestis CO92) | Y. pestis Topo-I cleavage product accumulation | activity, % at 10 µM | 360,000 tested, 0.064% active | AID 504884, 2011; in the data active = activity above about 50%, passing the limit was not always enough; also: inactives centre near 2
Vc quorum ag – inducers of Vibrio cholerae quorum light production without autoinducers, primary screen, BH1578 luxS cqsA deficient, single point. V. cholerae BH1578 lux reporter, luminescence, 6 h. activation, % at 18.7 µM. 350,000 tested, 0.16% active. AID 588436, 2011; in the data active = activation mostly above about 9.7%, no sharp cut-off; also: not every result past the cut was called active; inactives centre near 0; reference of the scale not given here
Anthrax LF prot – Bacillus anthracis LF protease inhibitors, primary screen, biochemical, multiplex microsphere, MLPCN library; multiplex microsphere protease cleavage assay; Lethal factor (Bacillus anthracis), P15917; 360,000 tested, 0.12% active; inhibition, % at 10 µM; AID 588501, 2011; also: plate controls were buffer without enzyme for full effect and enzyme alone for no effect
Target sequence (P15917 whole entry, looked up): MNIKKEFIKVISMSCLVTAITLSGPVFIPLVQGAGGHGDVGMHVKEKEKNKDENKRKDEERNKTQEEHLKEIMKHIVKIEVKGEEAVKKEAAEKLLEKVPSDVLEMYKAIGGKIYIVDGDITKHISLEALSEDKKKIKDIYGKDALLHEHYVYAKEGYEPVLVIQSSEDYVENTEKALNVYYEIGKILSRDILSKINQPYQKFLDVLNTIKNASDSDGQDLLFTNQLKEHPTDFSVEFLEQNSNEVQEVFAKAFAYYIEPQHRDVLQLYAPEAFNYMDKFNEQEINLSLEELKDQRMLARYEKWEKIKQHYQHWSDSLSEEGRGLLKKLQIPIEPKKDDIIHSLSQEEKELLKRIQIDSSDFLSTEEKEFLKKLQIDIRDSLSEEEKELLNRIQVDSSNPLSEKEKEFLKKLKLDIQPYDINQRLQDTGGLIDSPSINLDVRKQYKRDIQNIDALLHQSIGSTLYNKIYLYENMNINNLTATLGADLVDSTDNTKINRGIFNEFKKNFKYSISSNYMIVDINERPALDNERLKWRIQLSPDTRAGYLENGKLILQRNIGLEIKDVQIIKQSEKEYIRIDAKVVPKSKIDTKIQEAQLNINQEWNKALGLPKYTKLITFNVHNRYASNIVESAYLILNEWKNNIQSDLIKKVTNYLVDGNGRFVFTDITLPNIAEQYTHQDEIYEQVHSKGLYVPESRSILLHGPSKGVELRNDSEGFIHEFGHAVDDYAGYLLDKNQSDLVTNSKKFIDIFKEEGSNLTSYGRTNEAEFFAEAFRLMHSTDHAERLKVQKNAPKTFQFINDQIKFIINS
PfHsp40 yeast – rescue of yeast from PfHsp40 toxicity, primary screen, S. cerevisiae, ATP luminescence | growth rescue, % at 12.5 µM | S. cerevisiae expressing PfHsp40, growth rescue | 340,000 tested, 0.68% active; in the data active = growth rescue above about 28%, passing the limit was not always enough;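 also: yeast W303a lacking pdr1 and pdr3 grown in galactose medium; growth measured after three days at 30 °C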
PrPC TRFRET – inhibitors of human cell surface prion protein PrPC, primary screen, cell-based, TR-FRET | Major prion protein (Homo sapiens), P04156 | TR-FRET read-out | inhibition, % at 13.8 µM | 370,000 tested, 0.43% active | AID 720596, 2013; in the data active = inhibition above about 24%; also: 0% = median of the test wells and 100% = reference compound wells
SSB-PriA inh – inhibitors of Klebsiella pneumoniae PriA binding to SSB C-terminal tail, primary screen, biochemical, AlphaScreen | AlphaScreen SSBct-PriA binding, biotinylated peptide | AID 1272365, 2023 | inhibition, % at 33 µM | 430,000 tested, 0.6% active | PriA–SSB C-terminal tail interaction (Klebsiella pneumoniae); in the data active = inhibition mostly above about 37%, no sharp cut-off; inactive = mostly below about 20%;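 also: plate controls were negative control peptide for no effect and reference peptide for full effect; strong numbers were not always called active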
TcdB inh – TcdB glycohydrolase inhibitors, primary screen, biochemical, single point, plate reader; Toxin B (Clostridioides difficile), P18177; TcdB glycohydrolase enzymatic assay; inhibition, % at 9.99 µM; 350,000 tested, 0.24% active; in the data active = inhibition above about 10%
3CLpro inhibitor – SARS-CoV 3CLpro protease inhibitors, primary screen, biochemical, quenched FRET | Replicase polyprotein 1ab (Severe acute respiratory syndrome coronavirus), P0C6X7 | inhibition, % at 6 µM | AID 1706, 2009 | 290,000 tested, 0.14% active | recombinant SARS-CoV 3CLpro, quenched FRET peptide cleavage; in the data active = inhibition above about 12%
* = called active by the depositor; i = inactive; x = not tested or not shown. Rule as the data show it, unless noted: active = inhibition above about 30%; inconclusive = no clear call, values can overlap the other calls; inactive = below that.

SMILES	BoNT-A LC inh2	Y pestis TopoI	Vc quorum ag	Anthrax LF prot	PfHsp40 yeast	PrPC TRFRET	SSB-PriA inh	TcdB inh	3CLpro inhibitor
CCOc1ccc(CNC(=O)c2ccc(NC(=O)C3=CSCCO3)cc2)cc1	1.0	0	0.4	2	0.3	-3	-8	0.4	-4
Cn1c(=O)n(C)c2cc(NC(=O)c3ccccc3[N+](=O)[O-])c(Br)cc21	0.0	-11	-0.2	-3	-2.1	-9	-9	1.7	-2
O=c1ccnc(Nc2ccc([N+](=O)[O-])cc2)[nH]1	-0.4	-1	-0.4	-6	-1.1	-19	6	0.1	x
CC(C)NC(=O)NC(=O)COC(=O)c1ccc(F)cc1F	-1.7	1	-4.1	-3	-1.4	-1	-1	x	0
COC(=O)CN(c1cc(OC)ccc1OC)S(=O)(=O)c1ccc(OC)c(OC)c1	-0.4	-11	6.7	-3	1.7	-4	-3	x	3
CCN(CC)C(=O)CN1C(=O)C2CC=C(Cl)CC2C1=O (stereo not drawn)	0.8	7	-0.3	4	0.0	-2	1	x	-1
CN(CCC#N)C(=O)COC(=O)/C=C/c1ccc2c(c1)OCO2	-0.8	-10	0.4	-2	0.1	11	-9	1.1	3
O=S(=O)(c1ccc(-c2ccon2)s1)N1CCN(c2ccccn2)CC1	-0.3	-4	-0.4	-21	0.2	-4	-12	0.4	-1
CC1(C)CC(=O)C=C(CN2C(=O)c3ccccc3C2=O)C1=O	-0.2	4	-0.9	4	-0.6	-5	-7	-0.6	x
O=C(O)CC1CCC1CC(=O)O (stereo not drawn)	0.7	2	i	-5	1.8	6	6	-0.4	x
O=C(/C=C/c1ccccc1)NC1CCS(=O)(=O)C1 (stereo not drawn)	-0.9	-4	-0.9	2	-2.1	-9	-2	x	5
CCCCSc1nc2ccc(Nc3nc(N4CCOCC4)nc(N4CCOCC4)n3)cc2s1	-0.7	3	14	-5	0.6	-1	-6	x	-4
COc1ccc(-c2nc(/C=C3\C(C)=Nc4ccccc43)c(O)o2)cc1	0.9	8	i	-6	-0.6	-4	1	0.1	4
COc1ccc(-c2cc(-c3cccs3)c(C#N)c(SCC(=O)NCc3ccccc3OC)n2)cc1	0.8	15	0.6	0	-0.8	-2	1	x	3
CCOC(=O)C1(Cc2cccc(Cl)c2)CCCN(C(=O)c2cc(C(C)C)nn2C)C1 (stereo not drawn)	-1.3	15	-0.9	-4	0.2	9	0	0.2	2
CC(C)c1ccc(S(=O)(=O)N2CCN(C(=O)n3ccnc3)CC2)cc1	-0.3	6	-1.8	-4	-0.9	1	-6	-2.3	x
CC(C)(Oc1ccc(Cl)cc1)C(=O)NCc1n[nH]c(=O)c2ccccc12	1.4	4	-0.7	-3	-0.2	5	-1	-0.4	x
COc1cc(OC)c(C#N)c(S(=O)Cc2ccccc2)c1 (stereo not drawn)	-0.9	2	14	-3	-1.3	-5	-9	x	4
Cc1ccccc1Nc1nc(N)nc(COC(=O)c2ccc([N+](=O)[O-])o2)n1	-0.1	-3	i	-5	-2.1	-22	2	0.6	x
Cc1ccc(C)c(/C=N/n2cc(-c3ccccc3)[nH]c2=S)c1	0.6	-3	-0.6	-4	0.0	-7	x	5.1	4
O=C1CCc2cc(S(=O)(=O)NC(Cc3ccccc3)C(=O)NCC3CCCO3)ccc2N1 (stereo not drawn)	0.5	-10	-0.3	-2	0.0	3	0	0.4	-1
O=C(Nc1ccccc1)c1ccc(NCCN2C(=O)CCC2=O)c([N+](=O)[O-])c1	-0.5	-1	-1.5	-2	-0.2	-9	-10	6.9	0
CCOC(=O)c1cc(C(C)(C)C)n(CCCN2CCOCC2)c1C	-0.1	2	-0.4	5	-1.0	10	3	-0.5	1
COc1cccc2cc(/C(C)=N/Nc3nc(-c4cc(C)ccc4C)cs3)c(=O)oc12	0.0	4	i	-4	0.5	-1	x	x	-2
CC(NC(=O)c1ccco1)C(c1cccs1)N1CCN(c2ccc(F)cc2)CC1 (stereo not drawn)	-0.3	10	i	-3	1.2	-7	-10	1.1	-3
Cc1ccc(S(=O)(=O)N2CCN(C(=O)COC(=O)c3cccc(Cl)c3)CC2)c(C)c1	-0.4	24	-0.3	-3	-0.1	-1	-14	0.8	x
CN(C)c1ccc(NC(=O)Nc2cccc(Cl)c2)cc1	1.6	-11	-12	-11	0.9	23	54	x	-4
O=C(Nc1ccc2sccc2c1)c1cccc(N2C(=O)CCC2=O)c1	-0.2	3	-1.1	-4	1.0	3	-11	1.4	3
O=C(COC(=O)c1cccc(Oc2ccccc2)c1)NCc1ccco1	x	38	0.6	x	-0.2	-1	-1	x	0
CCCn1c(SCC#N)nc2c(c1=O)C1(CCCC1)Cc1ccccc1-2	0.8	24	7.7	2	-0.2	-2	-6	x	0

Part of the list above, set out differently:
SMILES | BoNT-A LC inh2 | Y pestis TopoI | Vc quorum ag | Anthrax LF prot | PfHsp40 yeast | PrPC TRFRET | SSB-PriA inh | TcdB inh | 3CLpro inhibitor
CCCn1c(SCC#N)nc2c(c1=O)C1(CCCC1)Cc1ccccc1-2 | 0.8 | 24 | 7.7 | 2 | -0.2 | -2 | -6 | x | 0
Cc1ccccc1Nc1nc(N)nc(COC(=O)c2ccc([N+](=O)[O-])o2)n1 | -0.1 | -3 | i | -5 | -2.1 | -22 | 2 | 0.6 | x

Additional results
SMILES	BoNT-A LC inh2	Y pestis TopoI	Vc quorum ag	Anthrax LF prot	PfHsp40 yeast	PrPC TRFRET	SSB-PriA inh	TcdB inh	3CLpro inhibitor
Cc1cccc(OCC(=O)N/N=C2/SCC(=O)N2Cc2ccco2)c1	2.3	-11	-0.4	0	-1.0	12	x	0.3	-1
Cc1cc(/C=C2/NC(=O)NC2=O)c(C)n1-c1sc2c(c1C#N)CCCC2	-0.6	10	i	-4	0.3	-8	-9	x	-3
O=C(COc1ccc(Cl)c(Cl)c1)NC1CCS(=O)(=O)C1 (stereo not drawn)	0.0	1	i	-3	-1.1	3	1	1.1	x
Cc1ccc(NC(=O)Cn2nnc(C(=O)NCc3cccs3)c2N)c(C)c1	0.2	3	-0.5	-1	0.9	6	-3	0.1	6
CCCCCOC(=O)NCC(O)c1ccccc1 (stereo not drawn)	1.7	12	-5.6	-2	1.3	5	-10	x	0
O=C(Cc1ccc(Cl)cc1Cl)NC1CCCCCC1	-3.5	-16	-0.2	-20	0.1	0	-13	1.4	-4
COc1cccc2cc(C(C)N(CCCN3CCOCC3)C(=S)Nc3cc(C)ccc3C)oc12 (stereo not drawn)	0.6	32	i	-3	1.2	-8	5	1.7	-4
COc1cc2c(cc1CNC[C@H]1O[C@@H](n3cnc4c(N)ncnc43)[C@H](O)[C@@H]1O)OCO2	0.0	5	1.5	-4	-1.4	x	-3	x	x
Cc1nc(NC(=O)C2CCCCC2)sc1C	-1.5	5	-2.9	-6	-0.8	1	-14	x	1
O=C(CN1C(=O)NC2(CCc3ccccc32)C1=O)Nc1ccc(N2CCOCC2)cc1 (stereo not drawn)	-0.2	-5	5.3	-3	23	-1	-4	x	-4
COc1cccc(CC(=O)OCC(=O)NC(Cc2ccccc2)C(C)=O)c1 (stereo not drawn)	0.9	-1	i	-3	1.7	2	-2	-1.7	x
COc1ccc2sc(-c3ccc(S(C)(=O)=O)cc3)c(C#CCO)c2c1	3.5	-2	i	6	0.5	-22	3	1.5	x
CCCC(=O)Nc1nnc(SCC(=O)NCc2cccs2)s1	-1.1	-6	6.1	-3	-1.6	9	-15	x	-6
CS(=O)(=O)N(CC(=O)NCc1ccccc1)c1ccc(Cl)cc1	-2.1	-5	2.9	-5	0.6	11	1	0.8	3
COc1cccc(OCc2cc(/C=N/Nc3ccc(C(=O)O)cc3)ccc2OC)c1	-0.3	-4	-0.4	-9	4.9	-2	i	0.7	5
COc1ccc2cc(C(=O)C3CCCN(C(=O)CCc4ccccn4)C3)ccc2c1 (stereo not drawn)	-0.1	27	-0.3	8	-0.5	-6	-4	2.0	1
CC(=O)c1ccc(N(CC(=O)NC2CCCCC2)C(=O)c2csnn2)cc1	0.8	2	-0.3	1	0.0	4	2	-3.2	2
COc1cc(Cn2cnnn2)ccc1O	-0.4	2	-0.2	-1	0.2	4	-18	x	-1
COc1ccc(N2CCN(C(=O)CCN3C(=O)C4C5C=CC(C5)C4C3=O)CC2)cc1 (stereo not drawn)	-0.1	1	i	0	0.3	4	-7	1.5	2
Cc1cccc(OCCN2CCOCC2)c1C	1.8	-1	i	-3	-1.9	-2	-14	0.1	-3
FC(F)(F)c1nc2ncc(Cl)cc2[nH]1	-1.1	1	-0.6	0	0.4	4	7	2.0	1
Brc1ccccc1C1=Nn2c(nnc2-c2ccco2)SC1	1.0	-4	-0.6	-4	-0.9	3	-8	2.4	1
Cc1ccc(C(=O)Nc2cc([N+](=O)[O-])ccc2C)cc1	-0.1	-16	0.5	2	1.0	-7	-11	0.0	-3
CCc1ccc(C(=O)COC(=O)CNC(=O)c2cccs2)cc1	-0.8	-5	i	-4	1.5	-6	0	x	5
Cc1ccc(C(C)(c2ccc(N)cc2)c2ccc(N)cc2)cc1	-1.6	-6	-0.3	15	2.0	-2	24	0.0	x
O=C(NC(c1ccccc1)c1ccsc1)C1CCN(CCOc2ccc(Cl)cc2Cl)CC1 (stereo not drawn)	0.1	7	-0.8	-13	x	-10	x	0.3	x
CC(CN1CCOCC1)OC(=O)Cc1ccccc1 (stereo not drawn)	-0.2	-6	i	-3	-0.6	0	-9	-1.0	-2
CCOc1ccc(CCNC(=O)CSc2cc(=O)n(CC)c3ccccc23)cc1OCC	2.3	-3	-0.2	-1	1.7	-10	-16	x	-9
CCOc1cc(/C=N/NC(=O)C(=O)NCc2cccnc2)ccc1O	0.2	9	-0.3	-2	-1.5	-5	x	0.6	-5
N#CC1(NC(=O)CSc2nnc(C3CC3)n2C2CC2)CCCCC1	0.5	-1	1.6	7	-2.2	-5	7	0.6	x

Part of the list above, limited to PfHsp40 yeast, TcdB inh and Vc quorum ag.
Compound | PfHsp40 yeast | TcdB inh | Vc quorum ag
Cc1cccc(OCCN2CCOCC2)c1C | -1.9 | 0.1 | i
Brc1ccccc1C1=Nn2c(nnc2-c2ccco2)SC1 | -0.9 | 2.4 | -0.6

Other results:
SMILES	BoNT-A LC inh2	Y pestis TopoI	Vc quorum ag	Anthrax LF prot	PfHsp40 yeast	PrPC TRFRET	SSB-PriA inh	TcdB inh	3CLpro inhibitor
O=C(NCCn1ccc2ccccc21)C1CCCCC1	0.7	-8	i	-1	0.3	5	-2	0.8	7
CN(C)/C=C(\C=N\OCc1ccc(Cl)cc1Cl)C(=O)Nc1ccc(Cl)c(Cl)c1	-0.4	-16	-0.3	-1	-0.1	-3	x	x	11
O=C(Nc1ccccc1C(=O)N1CCOCC1)c1cccc(S(=O)(=O)N2CCCC2)c1	0.0	0	-1.1	0	-0.6	-3	-2	x	0
CCCCN1CC[C@@H]2C=CC[C@H](C(=O)OC)[C@@H]2C1=O	-0.4	8	-0.6	-6	0.9	-4	-2	1.3	x
COc1ccc(S(=O)(=O)Nc2cc3c4c(c2)CC(=O)N4CCC3)cc1C	-5.0	6	i	-3	-0.3	2	7	1.8	x
O=C(Nc1cccc(S(=O)(=O)NCc2ccco2)c1)c1cc(-c2ccc(F)cc2)nc2ccccc12	-0.9	-8	i	-2	1.7	0	6	-0.4	1
CCOC(=O)c1c(NC(=O)C2c3ccccc3Oc3ccccc32)sc(C(=O)N(CC)CC)c1C	0.4	-7	i	-6	0.2	x	-4	x	0

An excerpt; rates above refer to the full screens.
